GoLoco inh red = qHTS Assay for Inhibitors of RGS12 GoLoco Motif Activity (Red Fluorophore); Gai1:RGS12 GoLoco peptide FP, rhodamine, 10 min; 230,000 compounds, 0.44% hits; Guanine nucleotide-binding protein G(i) subunit alpha-1 (Homo sapiens), P63096; Potency, µM (top dose mostly 61.6 µM), for the others: at the highest dose activity, negative = inhibition, usual class: inhibitors; active means well fitted inhibition curve with a large enough effect, not every such curve was filed as active; inactive means no such curve, though single readings can be large or run the other way; further: nearly all actives have a fitted effect of over 30% in size; many of its hits are not listed in these tables
TRb-SRC2 inh = qHTS for Inhibitors of the Interaction of Thyroid Hormone Receptor and Steroid Receptor Coregulator 2. 280,000 compounds, 0.065% hits. Potency, µM (highest dose often 106 µM), without a hit: at the top dose activity change, negative = inhibition, most hits filed as inhibitors. TRbeta-SRC2 peptide binding, fluorescence polarization; receptor liganded with 1 µM T3. Thyroid hormone receptor beta (Homo sapiens), P10828;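 further: plate controls were bound peptide for no effect and peptide without receptor for full effect; nearly all actives have a fitted effect of over 50% in size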
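Human TRb ligand-binding domain (0.6 uM) is mixed with 20 nM Texas Red SRC2 peptide and 1 uM T3; after compound addition and 5 hr at ambient temperature, polarization is measured and normalized to unbound and bound controls.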
GAA glycogen mod = qHTS Assay for Inhibitors and Activators of Human alpha-Glucosidase Cleavage of Glycogen. recombinant GAA, glycogen substrate, Amplex Red glucose oxidase fluorescence. Potency, µM (series often up to 76.4 µM), for inactives: top-dose activity change, negative = inhibition, most hits filed as inhibitors. 300,000 compounds, 0.38% hits;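 further: 0% = full enzyme reaction and -100% = no-enzyme basal signal; the screen sought inhibitors and activators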
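qHTS, 1536-well; enzyme 4 nM final; cpd up to 77 uM; substrate bovine liver glycogen 30 ug; 50 mM citrate/phosphate pH 5.0, 0.01% Tween-20; 37 C, 40 min; Amplex Red detection 45 min RT; Hill fit → AC50.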
GAA inhib = qHTS Assay for Inhibitors of Human alpha-Glucosidase as a Potential Chaperone Treatment of Pompe Disease; purified human GAA, 4-MU-alpha-glucoside fluorescence; AID 1466, 2008; Lysosomal alpha-glucosidase (Homo sapiens), P10253; 200,000 compounds, 0.005% hits; Potency, µM (doses to about 76.9 µM), without a hit: at the highest dose activity change, negative = inhibition, most hits filed as inhibitors;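 further: plate controls were uninhibited enzyme wells for no effect and no-enzyme background for full effect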
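AC50 values come from Hill fits of compound titrations (up to 77 uM) against 4 nM human enzyme. Substrate 4-methylumbelliferyl-alpha-D-pyranoside at 400 uM, pH 5.0 citrate buffer, 20 min room temperature; fluorescence Ex 365/Em 440 after alkaline stop.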
TR SRC2 fluor cs = Total Fluorescence Counterscreen for Inhibitors of the Interaction of Thyroid Hormone Receptor and Steroid Receptor Coregulator 2; Potency, µM (titrated, usually from 106 µM), inactives show at the highest dose fluorescence change, negative = quenching; TRb/SRC2 Texas Red total fluorescence interference; 280,000 compounds, 0.29% hits; active means well fitted curve in either direction with a large enough effect; inconclusive means small, poorly fitted or top-dose-only effect
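Human TRβ ligand-binding domain (0.6 uM) and Texas Red SRC2 peptide (20 nM) in Tris buffer with 1 uM T3 and 5% DMSO were incubated with pinned compound for 5 hr at ambient temperature. Total fluorescence was computed as S + 2P (555/632 nm).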
L3MBTL1 block = qHTS Assay for the Inhibitors of L3MBTL1. Lethal(3)malignant brain tumor-like protein 1 (Homo sapiens), Q9Y468. AlphaScreen L3MBTL1–H3K9me1 peptide binding. Potency, µM (titrated, usually from 57.1 µM), for the others: at the top dose activity, negative = inhibition, most hits filed as inhibitors. 230,000 compounds, 0.66% hits. AID 485360, 2010; further: nearly all actives have a fitted effect of over 60% in size
Target sequence (Q9Y468 whole entry, looked up): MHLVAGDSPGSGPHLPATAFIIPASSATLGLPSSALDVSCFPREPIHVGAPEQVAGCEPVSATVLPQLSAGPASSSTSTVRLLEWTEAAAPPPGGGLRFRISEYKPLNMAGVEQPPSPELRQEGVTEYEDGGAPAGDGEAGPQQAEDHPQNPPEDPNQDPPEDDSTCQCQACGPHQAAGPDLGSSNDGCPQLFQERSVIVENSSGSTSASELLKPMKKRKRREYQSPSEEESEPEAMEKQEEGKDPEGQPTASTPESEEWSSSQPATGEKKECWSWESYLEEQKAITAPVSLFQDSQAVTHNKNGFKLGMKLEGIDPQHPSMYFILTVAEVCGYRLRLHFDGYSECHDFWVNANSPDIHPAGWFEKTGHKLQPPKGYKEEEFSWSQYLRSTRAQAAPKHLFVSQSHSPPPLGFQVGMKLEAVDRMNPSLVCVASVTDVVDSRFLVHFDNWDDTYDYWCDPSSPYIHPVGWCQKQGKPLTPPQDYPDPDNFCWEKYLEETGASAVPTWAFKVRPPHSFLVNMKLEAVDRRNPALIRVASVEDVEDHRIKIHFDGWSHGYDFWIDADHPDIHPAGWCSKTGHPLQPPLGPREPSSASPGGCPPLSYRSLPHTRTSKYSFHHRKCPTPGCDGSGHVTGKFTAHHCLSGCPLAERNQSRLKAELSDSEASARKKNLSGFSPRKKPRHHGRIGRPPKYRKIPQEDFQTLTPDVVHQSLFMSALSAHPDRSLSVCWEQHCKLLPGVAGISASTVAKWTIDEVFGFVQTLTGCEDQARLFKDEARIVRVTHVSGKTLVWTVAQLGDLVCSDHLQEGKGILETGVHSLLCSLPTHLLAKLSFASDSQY
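AlphaScreen proximity signal between nickel-chelate acceptor and streptavidin donor beads (final 10 ug/mL) reports binding of 50 nM L3MBTL1 to 75 nM biotin-H3 K9me1 peptide; complex incubated with compounds 30 min at room temperature; cefsulodin titration as control.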
RECQ1 inh = qHTS Assay for Inhibitors of RecQ-Like Dna Helicase 1 (RECQ1); Potency, µM (series often up to 57.3 µM), without a hit: top-dose activity, negative = inhibition, usual class: inhibitors; ATP-dependent DNA helicase Q1 (Homo sapiens), P46063; AID 2549, 2010; 240,000 compounds, 0.54% hits; RECQ1 DNA unwinding, red fluorescence kinetic read;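 further: plate controls were vehicle for no effect and no enzyme for full effect; nearly all actives have a fitted effect of over 30% in size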
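RECQ1T1 50 nM; forked duplex (20 bp + 30-nt ss tails) 200 nM, ATP 2 mM final; pH 8.0, 2 mM MgCl2, 2.5 ug/ml poly(dI-dC); 15 min compound preincubation; discontinuous kinetic read over 2 h at RT.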
aGlu spleen mod = qHTS Assay for Inhibitors and Activators of Human alpha-Glucosidase From Spleen Homogenate; 240,000 compounds, 0.006% hits; Potency, µM (top dose mostly 79.9 µM), inactives show top-dose activity change, negative = inhibition, usual class: inhibitors; human spleen homogenate, 4-MU-alpha-glucoside fluorescence; Lysosomal alpha-glucosidase (Homo sapiens), P10253;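 further: 0% = enzyme with vehicle and -100% = no enzyme basal signal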
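Human spleen homogenate (1 ug) incubated with compounds and 1 mM 4-methylumbelliferyl-alpha-D-glucopyranoside in pH 5.0 citrate/phosphate buffer, 37 C, 40 min. Stopped at pH 10; 4-MU fluorescence (Ex 365/Em 440 nm); AC50 by Hill fit.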
Numbers without * were called inactive; i = inactive; ? = inconclusive; . = not tested or not shown; & = joins results of further samples; [ ] = another dose, or the depositor's remark. Unless noted, the call rests on the fitted dose curve; in most records, active means well fitted curve in the direction sought with a large enough effect; inconclusive means small, poorly fitted or top-dose-only effect, or another doubt; inactive means no such curve, though single readings can be large; an effect the other way counts as inactive or inconclusive. Unless noted, on the % scale 0 is the no-effect control and ±100 the full control effect; potency means the concentration at half of the fitted maximal effect.

Molecule	GoLoco inh red	TRb-SRC2 inh	GAA glycogen mod	GAA inhib	TR SRC2 fluor cs	L3MBTL1 block	RECQ1 inh	aGlu spleen mod
CCCN1CCC(=O)N(C(CSc2ccc(OC)cc2)CC(C)C)CC1 (stereo not drawn)	.	-3%	.	.	-2%	.	i	-15%
NC(N)=NC(N)=Nc1cccc(Cl)c1	5%&4%&5%&6%	-2%&3%&-1%&1%	2%	.	0%&-1%&-2%&0%	.	-2%&3%&-2%	6%&2%&-3%&-1%
CCn1c(-c2nonc2NC(=O)c2ccccc2)nc2ccccc21	9%	-8%	8%	-7%	-2%	0%	-5%	-3%
CN(C)CC/C=C1/c2ccccc2Sc2c(O)cc(Cl)cc21	-22%	-16%	?	2%	3%	-10%	-7%	4%
CCOc1ccccc1/C=C(/C#N)C(N)=O	2%	6%	3%	.	3%	-17%	3%	7%
CN(C)C(=O)CSc1nnc(Cc2ccc([N+](=O)[O-])cc2)o1	-5%	-1%	-7%	7%	-2%	2%	-2%	-8%
Cc1ccccc1NC(=O)C(C)c1cccc(C(=O)c2ccccc2)c1 (stereo not drawn)	13%	2%	-2%	3%	1%	-1%	-8%	-3%
CCC(Oc1ccccc1)C(=O)Nc1ccc(S(=O)(=O)Nc2cnc3ccccc3n2)cc1 (stereo not drawn)	4%	-7%	5%	3%	-7%	5%	-8%	-8%
Cc1ccc(-c2nc(N/N=C/c3cccc([N+](=O)[O-])c3)c3ccccc3n2)cc1	12%	1%	-28%	?	3%	-1%	-7%	6%
COC(=O)c1sccc1NC(=O)c1ccoc1C	2%	-1%	-1%	2%	-1%	4%	-10%	-1%
O=C(CN1C(=O)CSc2cc(S(=O)(=O)N3CCCCCC3)ccc21)NCCc1ccccc1	29%	1%	4%	-7%	2%	-17%	11%	-5%
CCOc1ccc(N=C2NC(=O)SC2CC(=O)OC)cc1 (stereo not drawn)	10%	-3%	-2%	.	-1%	-4%	-4%	2%
CCOC(=O)C1CCCN(C(=O)c2cc(S(=O)(=O)N3CCCCC3)ccc2C)C1 (stereo not drawn)	9%	-3%	7%	.	-3%	12%	-11%	0%
CC(C)CNS(=O)(=O)c1ccc(CCC(=O)N2CCN(Cc3ccccc3)CC2)cc1	2%	-18%	2%	-3%	1%	-5%	-10%	-5%
COc1ccc(C(=O)NC(=S)NCc2cccnc2)cc1OC	1%	6%	-15%	-7%	1%	0%	-3%	-3%
C/C(=N\NS(=O)(=O)c1ccccc1)c1cccc(NC(=O)c2cccc(Cl)c2)c1	12%	2%	-11%	1%	-3%	-5%	-6%	-26%
CCOc1ccc(-c2n[nH]c(C)c2Oc2ccccc2OC)c(O)c1	0%	-8%	1%	-8%	1%	-6%	-10%	-2%
C/C=C\C=C/C(=O)Nc1cccc(C2=NOC3(C2)C[C@H](C(N)=O)N(C(=O)c2ccc(OC)cc2)C3)c1 (stereo partly drawn)	-5%	-5%	-11%	.	0%	.	?	-4%
CCCCSc1nnc(-c2ccccc2N)c(=O)[nH]1	.	0%	-4%	-1%	1%	0%	1%	-16%
CCOc1ccc(NC(=O)CN2CCN(C3c4ccccc4-c4ccccc43)CC2)cc1	15%	0%	-13%	-7%	0%	61%[activator]	-8%	-13%
COc1ccc(Nc2oc(-c3ccc(Cl)cc3)nc2C#N)cc1	7%	3%	?	7%	2%	-4%	i	1%
NCCC(=O)c1ccccc1N	0%	0%	.	.	1%	.	i	-3%
CC1(C)CC(CC(=O)Nc2nccs2)(c2ccccc2)CCO1 (stereo not drawn)	11%	-1%	-11%	-6%[15.4 µM]	-1%	6%	-7%	-2%
O=S(=O)(Nc1ccc2c(c1)OCCO2)c1cccs1	8%	1%	2%	7%	-1%	-4%	5%	7%
Clc1ccc(C2CC(c3cccs3)n3ncnc3N2)cc1 (stereo not drawn)	3%	-6%	-4%	.	3%	-13%	-3%	-4%

Already shown: entries from further up.
Molecule	GoLoco inh red	TRb-SRC2 inh	GAA glycogen mod	GAA inhib	TR SRC2 fluor cs	L3MBTL1 block	RECQ1 inh	aGlu spleen mod
CCCCSc1nnc(-c2ccccc2N)c(=O)[nH]1	.	0%	-4%	-1%	1%	0%	1%	-16%
CCOc1ccc(NC(=O)CN2CCN(C3c4ccccc4-c4ccccc43)CC2)cc1	15%	0%	-13%	-7%	0%	61%[activator]	-8%	-13%

More structures:
Molecule	GoLoco inh red	TRb-SRC2 inh	GAA glycogen mod	GAA inhib	TR SRC2 fluor cs	L3MBTL1 block	RECQ1 inh	aGlu spleen mod
N#C/C=C(/N)N1CCN(c2ccc(Cl)c(Cl)c2)CC1	15%	-2%	?	-7%	-3%	-4%	6%	9%
COc1ccccc1N=CC=C1OC(C)(C)C(C)(C)O1	-5%	-5%	-1%	11%	1%	.	-7%	2%
C=CCn1c(SCC(=O)Nc2ccccc2C)nnc1-c1ccncc1	12%	-22%	2%	-16%	-5%	.	-5%	-11%
CC(CCc1ccccc1)NC(=O)C(=O)NCCc1ccccc1 (stereo not drawn)	1%	-2%	7%	9%	0%	5%	-1%	-7%
CCN1CCN(c2ncc(C(=O)Nc3cc(Cl)c(OC)cc3OC)c3ccccc23)CC1	5%	-5%	-3%	3%	-4%	-16%	-2%	-7%
COC(=O)Nc1nnc(COc2cccc(C)c2)s1	3%	-4%	9%	7%	-1%	.	-3%	-18%
CC1=NOC(=O)/C1=C\c1ccc(-c2cc(Cl)ccc2Cl)o1	-12%	-1%	7%	-6%	-2%	.	-4%	-3%
Cc1ccccc1-n1c(O)c(/C=N/N2CCCCC2c2cccnc2)c(=O)[nH]c1=O (stereo not drawn)	13%	2%	6%	2%	2%	7%	-7%	-29%
CCCc1cc(=O)[nH]c(SCC(=O)Nc2cc(C)on2)n1	-3%	-5%	-4%	-6%	-1%	36%[activator]	-7%	-3%
OCCN(Cc1ccccc1)CC(O)COc1ccc(-c2ccccc2)cc1 (stereo not drawn)	16%	-3%	-8%	?	-1%	-7%	i	-1%
COc1ccc(-c2ncccc2OC(=O)C23CC4CC(CC(C4)C2)C3)cc1	4%	-3%	-5%	4%	2%	12%	-7%	2%
O=C(Nc1ccc(N2CCOCC2)c(Cl)c1)c1cc2ccccc2o1	5%	1%	-12%	-7%	-5%	4%	i	0%
Cc1ccc2cccc(SCC(=O)N3CCOCC3)c2n1	6%	-10%	7%	0%	-3%	.	3%	-3%
CN(C)S(=O)(=O)c1cccc(NC(=S)N/N=C/C(=O)c2ccccc2)c1	2%	-17%[53 µM]	?	-4%	4.5µM*[quencher]	-6%	-2%	-2%
COc1ccc(C(=O)CC(=O)c2c(O)cc(OC)cc2OC)cc1	.	7%[11.2 µM]	.	.	-2%[11.2 µM]	.	-5%[11.5 µM]	0%[17.4 µM]
CC1(c2ccccc2)NC(=O)N(CCN2C(=O)c3ccccc3C2=O)C1=O (stereo not drawn)	-2%	-2%	11%	-13%	-6%	0%	-1%	6%
Cn1c(Cc2ccccc2)nnc1SCC(=O)Nc1ccccc1N1CCOCC1	5%	-3%	6%	2%	0%	0%	-2%	-4%
O=C(Nc1ccc(F)cc1F)N1CCCC(c2nc(-c3ccc(F)cc3)no2)C1 (stereo not drawn)	9%	5%	-10%	-2%	-1%	1%	i	-1%
O=C(Cc1ccc([N+](=O)[O-])cc1)NCc1ccncc1	3%	0%	0%	-2%	-1%	.	i	8%
Cn1cccc1CC(=O)NNC(=S)NC(=O)c1ccccc1Br	2%	-1%	-16%	-3%	-2%	-1%	-16%	-11%
Cc1cc2c(cc1C)N(Cc1ccccc1)C1=NCCCN12	-60%	0%	2%	.	-8%	7%	i	-8%
O=C(N/N=C/c1ccc(OCc2ccccc2)cc1)c1ccco1	6%	-3%	6%	.	-2%	-12%	-7%	-1%
COc1cc(C(CCN2CCCC(C)C2)c2c(OC)cc(OC)c3c(-c4ccccc4)cc(=O)oc23)cc(OC)c1OC (stereo not drawn)	9%	0%&-7%	8%	.	-1%&-2%	.	-3%	2%&-4%
CCN(CC(=O)Nc1c(F)cccc1F)C(=O)COc1ccc2c(C)cc(=O)oc2c1	-3%	2%	8%	?	-1%	14%	-4%	4%
Cn1c(=O)c2ccccc2n(Cc2ccccc2F)c1=O	5%	0%	-4%	6%	-3%	3%	-11%	-5%
CCN1C=C(Cc2ccc(F)cc2)C2=C(C1)C(c1ccc(F)cc1)C(C#N)=C(N)O2 (stereo not drawn)	76%[activator]	-26%	25%	3%	18%	.	4%	-3%
O=C(COC(=O)C1CCN(/C=C/C(=O)C(F)(F)F)CC1)Nc1cccc(F)c1	10%	0%	5%	-9%	1%	7%	1%	-9%
Cc1cc(C)nc(NC(=O)C(c2ccccc2)c2ccccc2)c1	2%	1%	-7%	-3%	0%	-2%	i	-5%

From PubChem BioAssay

The list is partial; count on the stated rates, not on these rows.
